RAD52 anneal inh: RAD52 (human) annealing inhibition; P43351; recombinant RAD52 DNA annealing, FRET fluorescence; inhibition, % at 18.7 µM; 360,000 compounds, 0.46% hits;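 active means every replicate showing at least 50% inhibition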
PglD inh: inhibitors of Campylobacter jejuni PglD acetyltransferase | inhibition, % at 12.5 µM | 360,000 compounds, 0.098% hits | purified PglD enzyme, DTNB colorimetric CoA detection; in the data active means inhibition above about 16%, passing the limit was not always enough; further: strong numbers were not always called active
ARNT-TACC3 inh: disruptors of human ARNT/TACC3 interaction; Q9Y6A5; AlphaScreen His-ARNT PAS-B/GST-TACC3 binding, luminescence; TACC3 fragment carries E629A point mutation; inhibition, % at 9.99 µM; 390,000 compounds, 0.66% hits; AID 623870;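 active means mean inhibition of replicates at least 50% and at least half of replicates each reaching 50%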;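 further: 0% = complete ARNT plus TACC3 wells and 100% = ARNT alone without TACC3; many hits fall short of the cut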
E-selectin induc: induces E-selectin expression in human endothelial cells; HUVEC E-selectin immunofluorescence imaging; normalized: neutral wells 0, TNF-alpha wells 100; activation, % at 7.58 µM; 260,000 compounds, 0.37% hits;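 active means mean E-selectin-positive cell signal at least 10% of the positive control, reached in at least 60% of replicates, without over 20% cell loss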;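 further: in these data hits start at about 27%; measured in HUVEC primary endothelial cells; signal is the percent of cells scored E-selectin positive by PE staining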
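System: HUVEC / Compound: single concentration / Signal: immunofluorescence imaging / Read-out: percent E-selectin-positive cells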
ERp5 block: blocks human ERp5 reductase activity on insulin; Q15084; ERp5 insulin aggregation, absorbance 650 nm, 90 min; inhibition, % at 9.99 µM; 350,000 compounds, 0.05% hits;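 active means mean replicate inhibition above about 25%, with every replicate also reaching it, limit read from the data, passing the limit was not always enough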
esBAF inh: blocks esBAF chromatin remodeling in mouse ES cells; Bmi1-luciferase knock-in reporter, 24 h; 100% = twice the neutral-well signal; reporter increase, % at 12.5 µM; 350,000 compounds, 2% hits; AID 602393; in the data active means activation above about 40%;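 further: 0% = median of the plate's neutral control wells and 100% = double that signal; a rise in the Bmi1 reporter signal indicates esBAF inhibition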
RAD54 branch: RAD54 (human) branch migration inhibition. RAD54 Holliday junction branch migration, FAM/BHQ fluorescence. inhibition, % at 10.4 µM. 360,000 compounds, 0.14% hits. Q92698;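 active means mean normalized replicate activity at least 40 and at least half of replicates scoring 40 or more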;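 further: 0% = median of neutral control wells and 100% = median of positive control wells; inhibitors cause a drop in the FAM fluorescence signal; in these data hits start at about 50%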
Target sequence (Q92698 whole entry, looked up): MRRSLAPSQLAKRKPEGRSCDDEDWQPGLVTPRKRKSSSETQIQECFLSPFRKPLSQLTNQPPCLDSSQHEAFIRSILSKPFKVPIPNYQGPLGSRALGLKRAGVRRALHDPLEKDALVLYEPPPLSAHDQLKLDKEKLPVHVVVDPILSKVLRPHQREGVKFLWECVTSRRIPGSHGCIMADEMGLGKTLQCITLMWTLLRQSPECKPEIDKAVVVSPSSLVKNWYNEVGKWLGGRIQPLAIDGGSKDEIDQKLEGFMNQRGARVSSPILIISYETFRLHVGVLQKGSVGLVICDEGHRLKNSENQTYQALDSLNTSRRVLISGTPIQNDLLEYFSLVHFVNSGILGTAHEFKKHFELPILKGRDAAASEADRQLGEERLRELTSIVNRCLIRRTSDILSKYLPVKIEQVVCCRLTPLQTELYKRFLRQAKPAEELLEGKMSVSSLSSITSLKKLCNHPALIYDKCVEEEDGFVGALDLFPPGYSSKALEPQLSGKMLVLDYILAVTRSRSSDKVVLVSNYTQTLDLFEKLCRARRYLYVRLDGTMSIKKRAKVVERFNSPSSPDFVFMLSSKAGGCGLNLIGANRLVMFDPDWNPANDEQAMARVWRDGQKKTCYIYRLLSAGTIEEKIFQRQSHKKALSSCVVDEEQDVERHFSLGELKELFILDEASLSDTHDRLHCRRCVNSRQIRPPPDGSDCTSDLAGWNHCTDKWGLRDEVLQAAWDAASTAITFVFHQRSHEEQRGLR
Casp6 inh: inhibitors of human caspase-6; purified caspase-6, Z-VEID-R110 cleavage fluorescence; inhibition, % at 12.5 µM; 350,000 compounds, 0.53% hits;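 active means mean inhibition across replicates at least about 35%, with every replicate also reaching that limit, limit read from the data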;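 further: 0% = median of neutral control wells and 100% = no fluorescence left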
Target sequence (P55212 24-179 limits assumed): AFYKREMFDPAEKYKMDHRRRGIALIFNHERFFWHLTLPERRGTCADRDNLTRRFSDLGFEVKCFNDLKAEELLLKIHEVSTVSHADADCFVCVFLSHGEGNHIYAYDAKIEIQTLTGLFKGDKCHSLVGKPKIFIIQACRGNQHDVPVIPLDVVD
Target sequence (P55212 194-293 limits assumed): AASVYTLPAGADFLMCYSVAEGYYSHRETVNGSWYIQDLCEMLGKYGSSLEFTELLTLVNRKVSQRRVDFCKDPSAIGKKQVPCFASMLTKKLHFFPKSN
* = called active by the depositor. This is a random part of the collection; overall some 3.2% were active at least once.

`COc1ccc(C2C(C(=O)c3sc(C)nc3C)=C(O)C(=O)N2CCN(C)C)cc1` (centres undefined) gave PglD inh -2, ARNT-TACC3 inh -2, esBAF inh 4 and RAD54 branch -7.
Cc1ccc([N+](=O)[O-])cc1NC(=O)Nc1cccc(F)c1 was read as RAD52 anneal inh 3, PglD inh -2, ARNT-TACC3 inh 9, E-selectin induc 0.3, ERp5 block 3, esBAF inh -59, RAD54 branch -2 and Casp6 inh 4.
Cc1ccc(S(=O)(=O)NN=CC=CC=NNS(=O)(=O)c2ccc(C)cc2)cc1 was read as RAD52 anneal inh -16, PglD inh 4, E-selectin induc -0.1, ERp5 block 6, esBAF inh -7 and RAD54 branch 2.
CCOC(=O)c1ccc(NC(=O)C(=O)NCc2ccncc2)cc1 was read as RAD52 anneal inh -10, PglD inh -1, ARNT-TACC3 inh 0, ERp5 block 3, esBAF inh -4, RAD54 branch -3 and Casp6 inh 0.
`COc1cc(C#Cc2c(-c3cncn3C)n(C)c3ccc(-c4cc(OC)c(OC)c(OC)c4)cc23)cc(OC)c1` gave RAD52 anneal inh -17, PglD inh -4, ARNT-TACC3 inh 3, E-selectin induc -0.1, ERp5 block 6, esBAF inh 4, RAD54 branch 3 and Casp6 inh -3.
For COc1ccc(CNC(=O)CCSCc2ccc(C)cc2)cc1 the results were RAD52 anneal inh -8, ARNT-TACC3 inh 7, E-selectin induc -0.1, ERp5 block -2 and Casp6 inh 1.
`Cc1cc(-c2ccccc2)nc(N(C)NC(=O)C(C)(C)C)c1S(C)(=O)=O` gave RAD52 anneal inh 8, PglD inh -1, ARNT-TACC3 inh 18, ERp5 block -1, esBAF inh -11, RAD54 branch -2 and Casp6 inh -3.
`CC/S(=N\S(=O)(=O)c1ccc(C)cc1)c1ccccc1` (centres undefined) gave RAD52 anneal inh -3, ARNT-TACC3 inh -12, E-selectin induc 0.0, ERp5 block 0, esBAF inh 1 and Casp6 inh 0.
For Fc1cccc(Cc2c(-c3ccccc3)nc3c4ccccc4ccn23)c1 the results were RAD52 anneal inh -104, E-selectin induc 1.8, ERp5 block 3 and Casp6 inh -2.
COc1ccc2c3c(n(C)c2c1)[C@H](CO)N(Cc1ccccc1F)CC31CN(C(=O)C2CCOCC2)C1 was read as RAD52 anneal inh -27, E-selectin induc -0.3, ERp5 block -2 and Casp6 inh 3.
Cc1noc(C)c1NC(=O)N(C)C[C@@H]1Oc2c(NS(=O)(=O)c3cn(C)cn3)cccc2C(=O)N([C@@H](C)CO)C[C@H]1C was read as RAD52 anneal inh -7, PglD inh 2, ARNT-TACC3 inh -10, E-selectin induc 0.0, ERp5 block 0, esBAF inh 0, RAD54 branch -2 and Casp6 inh 0.
For CCCNC(=O)C[C@H]1CC[C@@H]2[C@H](COC[C@@H](O)CN2Cc2ccncc2)O1 the results were RAD52 anneal inh 10, PglD inh 14, ARNT-TACC3 inh 9, E-selectin induc -0.2, ERp5 block 4, esBAF inh 2, RAD54 branch 2 and Casp6 inh 1.
Screening Cc1noc(C)c1NC(=O)N(C)C[C@H]1OCCCC[C@@H](C)Oc2ccc(NS(=O)(=O)c3cccs3)cc2C(=O)N([C@@H](C)CO)C[C@H]1C returned RAD52 anneal inh -18, PglD inh -2, ARNT-TACC3 inh -1, E-selectin induc 0.4, ERp5 block 0, esBAF inh 1, RAD54 branch 3 and Casp6 inh -1.
Screening O=C(OCc1cn([C@@H]2CN(C(=O)C3CCCCC3)[C@@H](c3ccccc3)C[C@H]2O)nn1)c1ccccc1 returned RAD52 anneal inh -13, PglD inh -2, E-selectin induc 0.1, ERp5 block 2, esBAF inh 5, RAD54 branch -3 and Casp6 inh -5.
Screening CC(CNC(=O)c1ccc(C#N)cc1)NC(=O)c1ccc(C#N)cc1 (centres undefined) returned RAD52 anneal inh -7, PglD inh -5, ARNT-TACC3 inh -3, E-selectin induc -0.1, ERp5 block 6, esBAF inh -9, RAD54 branch -5 and Casp6 inh 2.
`COc1ccc(Cl)cc1NC(=O)C1Cc2ccccc2CN1S(C)(=O)=O` (centres undefined) gave RAD52 anneal inh -21, PglD inh 4, ARNT-TACC3 inh -7, ERp5 block 1, esBAF inh -3, RAD54 branch -1 and Casp6 inh -2.
`CCC(C)NC(=O)CSc1nc2scc(-c3ccccc3)c2c(=O)[nH]1` (centres undefined) gave RAD52 anneal inh -15, ARNT-TACC3 inh -3, ERp5 block 9 and Casp6 inh 0.
C[C@@H]1CN([C@@H](C)CO)C(=O)c2cc(C#CCc3ccccc3)cnc2O[C@@H]1CN(C)CC1CC1 was read as RAD52 anneal inh -4, E-selectin induc 0.1, ERp5 block 2 and Casp6 inh 0.
Screening O=C(Nc1ncccc1O)c1cccc(S(=O)(=O)N2CCc3ccccc32)c1 returned PglD inh 4, ARNT-TACC3 inh 7, esBAF inh 2 and RAD54 branch -4.
For Cc1noc(C)c1S(=O)(=O)Nc1ccc2c(c1)C(=O)N([C@H](C)CO)C[C@H](C)[C@H](CN(C)S(=O)(=O)c1ccccc1)O2 the results were RAD52 anneal inh 5, PglD inh -1, ARNT-TACC3 inh 0, E-selectin induc 0.0, ERp5 block -1, esBAF inh -8, RAD54 branch -2 and Casp6 inh -1.
For CCOC(=O)N1CCC(NC(=O)c2ccc(CS(=O)c3ccc(Cl)cc3)o2)CC1 (centres undefined) the results were RAD52 anneal inh -13, PglD inh -5, ARNT-TACC3 inh -1, E-selectin induc 0.2, ERp5 block 3, esBAF inh 1, RAD54 branch 1 and Casp6 inh 1.
CCn1c(O)c(N=NC(=O)c2cccc(S(=O)(=O)N3CCCCC3)c2)c2ccccc21 was read as RAD52 anneal inh 8, ARNT-TACC3 inh 5, E-selectin induc -0.5, ERp5 block 2 and Casp6 inh -2.
`CC(=O)Nc1ccc(NC(=O)CN2C(=O)COc3ccc(S(=O)(=O)N4CCOCC4)cc32)cc1` gave RAD52 anneal inh -4, PglD inh 2, ARNT-TACC3 inh 8, ERp5 block 6, esBAF inh -2, RAD54 branch 2 and Casp6 inh 1.
For O=C(NNS(=O)(=O)c1ccc(F)cc1)C1CCN(Cc2cccc(F)c2)CC1 the results were RAD52 anneal inh -17, PglD inh -5, ARNT-TACC3 inh -5, ERp5 block -3, esBAF inh -3, RAD54 branch -6 and Casp6 inh -1.
CC(c1ccccc1)n1c(SCC(=O)Nc2ccccc2)n[nH]c1=O (centres undefined) was read as RAD52 anneal inh -2, PglD inh 5, ARNT-TACC3 inh 1, E-selectin induc 0.1, ERp5 block 1, esBAF inh -3, RAD54 branch -3 and Casp6 inh 3.
Screening O=C(CSc1nc(-c2ccccc2)c(-c2ccccc2)o1)N1CCCCC1 returned RAD52 anneal inh -4, PglD inh -2, E-selectin induc -0.2, ERp5 block -1, RAD54 branch -2 and Casp6 inh 1.
O=C1NCCNC1(c1c[nH]c2ccccc12)C(F)(F)F (centres undefined) was read as RAD52 anneal inh -5, PglD inh 0, ARNT-TACC3 inh 1, E-selectin induc 1.0, ERp5 block 5, esBAF inh -7, RAD54 branch -4 and Casp6 inh 1.
Screening CCCOC(=O)C1[C@H]2C(=O)N(CC3CCCO3)C[C@]23C=C[C@H]1O3 (some centres undefined) returned PglD inh -5, ARNT-TACC3 inh -3, esBAF inh -1 and RAD54 branch -3.
Screening COc1ccc(/C=C/C(=O)O)cc1Cl returned RAD52 anneal inh -7, PglD inh 4, ARNT-TACC3 inh 3, E-selectin induc 6.3, ERp5 block 0, esBAF inh -10, RAD54 branch -3 and Casp6 inh 0.
For CC1(C(=O)NS(=O)(=O)c2ccccc2Cl)CCN1C(=O)c1cccc2ccccc12 (centres undefined) the results were RAD52 anneal inh 10, PglD inh 1, E-selectin induc -0.4, ERp5 block -2, esBAF inh 4, RAD54 branch 4 and Casp6 inh -2.

Brought forward from above: 4 compounds; new compounds follow.
O=C1NCCNC1(c1c[nH]c2ccccc12)C(F)(F)F (centres undefined) was read as RAD52 anneal inh -5, PglD inh 0, ARNT-TACC3 inh 1, E-selectin induc 1.0, ERp5 block 5, esBAF inh -7, RAD54 branch -4 and Casp6 inh 1.
Screening CCCOC(=O)C1[C@H]2C(=O)N(CC3CCCO3)C[C@]23C=C[C@H]1O3 (some centres undefined) returned PglD inh -5, ARNT-TACC3 inh -3, esBAF inh -1 and RAD54 branch -3.
Screening COc1ccc(/C=C/C(=O)O)cc1Cl returned RAD52 anneal inh -7, PglD inh 4, ARNT-TACC3 inh 3, E-selectin induc 6.3, ERp5 block 0, esBAF inh -10, RAD54 branch -3 and Casp6 inh 0.
For CC1(C(=O)NS(=O)(=O)c2ccccc2Cl)CCN1C(=O)c1cccc2ccccc12 (centres undefined) the results were RAD52 anneal inh 10, PglD inh 1, E-selectin induc -0.4, ERp5 block -2, esBAF inh 4, RAD54 branch 4 and Casp6 inh -2.
`CN1C(C(=O)Nc2ccc(OC(F)(F)F)cc2)=CC(c2cccs2)=NS1(=O)=O` gave RAD52 anneal inh -26, PglD inh -1, ARNT-TACC3 inh 18, ERp5 block -7, esBAF inh 4, RAD54 branch -3 and Casp6 inh -2.
For O=C(COC(=O)c1ccc(F)cc1)NCCCc1ccccc1 the results were RAD52 anneal inh -6, PglD inh -7, ARNT-TACC3 inh -4, E-selectin induc 0.9, ERp5 block 0, esBAF inh -2, RAD54 branch -6 and Casp6 inh -3.
CC(C)c1nc(CNC(=O)CC2C(=O)NCCN2Cc2ccoc2)cs1 (centres undefined) was read as RAD52 anneal inh -17, PglD inh 5, ARNT-TACC3 inh 1, E-selectin induc 9.3, ERp5 block -1, esBAF inh -1, RAD54 branch 10 and Casp6 inh 4.
For Nc1nonc1-n1nnc(C(=O)N/N=C/c2cc(Br)cs2)c1-c1ccccc1 the results were RAD52 anneal inh -12, PglD inh 3, ARNT-TACC3 inh -6, ERp5 block 4, esBAF inh -4, RAD54 branch -2 and Casp6 inh 1.
`O=C(O)CC(c1cccc(Cl)c1)n1cccc1` (centres undefined) gave PglD inh 1, ARNT-TACC3 inh 18, esBAF inh -6 and RAD54 branch 2.
For CCC(=O)N1[C@@H](CO)[C@@H](c2ccccc2)C12CN(C(=O)Cc1ccccc1)C2 the results were RAD52 anneal inh -9, E-selectin induc -0.1, ERp5 block -5 and Casp6 inh -2.
For O=C(N/N=C\c1coc2ccccc2c1=O)c1ccco1 the results were RAD52 anneal inh -5, PglD inh 1, ARNT-TACC3 inh -9, E-selectin induc -0.1, ERp5 block 0, RAD54 branch -1 and Casp6 inh 1.
For C[C@@H]1CCCCO[C@H](CN(C)C(=O)Cc2ccccc2)[C@@H](C)CN([C@H](C)CO)C(=O)c2cc(NC(=O)Nc3ccc(C(F)(F)F)cc3)ccc2O1 the results were RAD52 anneal inh -5, PglD inh -2, ARNT-TACC3 inh 0, E-selectin induc -0.3, ERp5 block -2, esBAF inh 4, RAD54 branch 3 and Casp6 inh -3.
O=C(C[C@H]1C=C[C@@H](NC(=O)c2cccc(F)c2)[C@@H](CO)O1)NCc1ccc(Oc2ccccc2)cc1 was read as RAD52 anneal inh 5, PglD inh 6, ARNT-TACC3 inh -14, E-selectin induc 0.4, ERp5 block 1, esBAF inh 15, RAD54 branch -11 and Casp6 inh -9.
Cc1nc(C(=O)Nc2ccc(Cl)cc2)sc1C1(C)CC(c2cccc([N+](=O)[O-])c2)=NO1 (centres undefined) was read as RAD52 anneal inh 16, PglD inh 6, ARNT-TACC3 inh -3, ERp5 block -4, esBAF inh -4, RAD54 branch -6 and Casp6 inh -4.
Screening COc1cc2c(cc1OC)CN(C(=S)Nc1ccc(Cl)cc1)CC2 returned RAD52 anneal inh -14, ARNT-TACC3 inh -5, E-selectin induc 7.4, ERp5 block 3, esBAF inh 5 and Casp6 inh 0.
For Cc1cc(/C=N/NC(=O)CC#N)c(C)n1-c1ccc([N+](=O)[O-])cc1 the results were RAD52 anneal inh -7, ARNT-TACC3 inh -1, E-selectin induc 1.6, ERp5 block 2 and Casp6 inh 0.
